# S100A4 inh HTS: inhibitors of S100A4-myosin IIA peptide binding, primary screen, biochemical, fluorescence polarization, TAMRA-MyoIIA peptide. AID 652163, 2013. 0.14% of 360,000 active. inhibition, % at 10.7 µM;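 active = mean inhibition of at least 70% across replicates, with every replicate also reaching that level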
# Target sequence (P26447 whole entry, looked up): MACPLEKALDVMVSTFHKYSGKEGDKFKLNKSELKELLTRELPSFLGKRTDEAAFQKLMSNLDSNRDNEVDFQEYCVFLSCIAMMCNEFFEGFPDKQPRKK
#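 Assay system: human S100A4 monomer with TAMRA-labelled myosin IIA peptide / Buffer or medium: Calcium-containing HEPES buffer, pH 7.2 / Reagent: TAMRA-labelled myosin IIA heavy-chain peptide probe, 5 nM / Compound: one dose per compound / Timing: polarization read 5 min after assay mix addition, stable 5–60 min / Benchmarks: neutral control DMSO, positive control TFP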
# ERp5 block: inhibitors of ERp5-driven insulin aggregation, primary screen, biochemical, turbidity, absorbance 650 nm, single point; Protein disulfide-isomerase A6 (Homo sapiens), Q15084; 90 min; inhibition, % at 9.99 µM; 0.05% of 350,000 active; AID 651711, 2012;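 active = mean replicate inhibition above about 25%, with every replicate also reaching it, limit read from the data, passing the limit was not always enough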
# RAD52 inh: RAD52 DNA annealing inhibitors, primary screen, biochemical, FRET, single point, set 2; inhibition, % at 18.7 µM; recombinant RAD52 DNA annealing, FRET fluorescence; 0.46% of 360,000 active; AID 651710, 2012; DNA repair protein RAD52 homolog (Homo sapiens), P43351;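 active = every replicate showing at least 50% inhibition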
# ERAP1 HTS inh: human ERAP1 aminopeptidase inhibitors, primary screen, biochemical, single point, plate reader. Endoplasmic reticulum aminopeptidase 1 (Homo sapiens), Q9NZ08. recombinant ERAP1, Leu-AMC fluorescence, 60 min. inhibition, % at 10.7 µM. 0.15% of 340,000 active. AID 652197, 2013;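 active = mean replicate inhibition of at least 30%, or all replicates individually reaching that 30% level; inactive = mean below 30% and not every replicate reaching it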;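 note: 0% = neutral control wells and 100% = L-leucinethiol positive control wells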
# Target sequence (Q9NZ08 whole entry, looked up): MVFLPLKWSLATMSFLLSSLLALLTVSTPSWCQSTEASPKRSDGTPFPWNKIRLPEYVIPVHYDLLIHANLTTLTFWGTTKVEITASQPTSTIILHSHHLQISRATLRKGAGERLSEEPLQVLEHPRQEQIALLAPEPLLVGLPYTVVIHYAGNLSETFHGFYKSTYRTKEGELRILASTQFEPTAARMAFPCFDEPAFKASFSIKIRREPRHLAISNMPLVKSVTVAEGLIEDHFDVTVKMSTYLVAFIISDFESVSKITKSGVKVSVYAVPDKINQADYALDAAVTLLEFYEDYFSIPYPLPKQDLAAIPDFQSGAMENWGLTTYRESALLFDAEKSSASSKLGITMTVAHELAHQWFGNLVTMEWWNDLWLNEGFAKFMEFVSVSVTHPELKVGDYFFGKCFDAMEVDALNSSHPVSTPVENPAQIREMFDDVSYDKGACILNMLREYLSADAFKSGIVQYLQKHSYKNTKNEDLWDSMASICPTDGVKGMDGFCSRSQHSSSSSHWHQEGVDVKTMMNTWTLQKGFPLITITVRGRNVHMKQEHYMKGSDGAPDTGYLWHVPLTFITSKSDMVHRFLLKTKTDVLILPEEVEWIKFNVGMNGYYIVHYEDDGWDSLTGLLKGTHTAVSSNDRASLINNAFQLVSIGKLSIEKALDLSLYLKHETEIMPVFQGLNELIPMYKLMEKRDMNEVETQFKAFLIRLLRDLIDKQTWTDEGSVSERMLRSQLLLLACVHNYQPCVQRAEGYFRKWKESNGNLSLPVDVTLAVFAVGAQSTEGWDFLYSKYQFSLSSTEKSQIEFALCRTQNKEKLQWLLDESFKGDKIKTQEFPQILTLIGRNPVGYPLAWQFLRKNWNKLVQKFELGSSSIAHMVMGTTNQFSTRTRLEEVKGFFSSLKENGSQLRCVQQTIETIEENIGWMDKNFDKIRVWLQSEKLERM
# esBAF inh: Bmi1 luciferase reporter increase in mESCs, primary screen, esBAF inhibitor project, mouse ES cells, Bmi1 luciferase knock-in, single point. 24 h; 100% = twice the neutral-well signal. reporter increase, % at 12.5 µM. 2% of 350,000 active. AID 602393, 2012; in the data active = activation above about 40%;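 note: 0% = median of the plate's neutral control wells and 100% = double that signal; a rise in the Bmi1 reporter signal indicates esBAF inhibition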
# Xi reactivation: activators of inactive X chromosome reactivation, primary screen, imaging, XiGFP fibroblasts, GFP high-content imaging, set 2. XiGFP mouse fibroblasts, % GFP-positive cells imaging, 3 d; cells co-treated with 5-aza-dC sensitizer; scaled so ellipticine positive control = 100%. 0.055% of 360,000 active. activation, % at 7.58 µM;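 active = mean normalized replicate activation at least 10% and every replicate at or above 10%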;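 note: 0% = median of on-plate neutral control wells and 100% = ellipticine 6 µM median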
#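 System: SV40-immortalized XiGFP fibroblast cells, line 68-5-11 / Incubation: 3-day compound exposure, then 15 min fixation at room temperature / Compound: single concentration per compound, delivered by pin transfer / Buffer or medium: DMEM plus 5-aza-dC sensitizer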
# E-selectin induc: E-selectin induction in HUVECs, primary screen, imaging, HUVEC, immunofluorescence imaging, single point; normalized: neutral wells 0, TNF-alpha wells 100; activation, % at 7.58 µM; 0.37% of 260,000 active;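 active = mean E-selectin-positive cell signal at least 10% of the positive control, reached in at least 60% of replicates, without over 20% cell loss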;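 note: in these data hits start at about 27%; measured in HUVEC primary endothelial cells; signal is the percent of cells scored E-selectin positive by PE staining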
#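 System: HUVEC, human umbilical vein endothelial cells; quantity: 3,000 cells/well; buffer or medium: EGM-2 medium, gelatin-coated wells; dosing: single-point compound dose; detection: immunofluorescence imaging; evaluation: % PE-positive cells; benchmarks: TNF-alpha, DMSO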
# RAD54 inh: inhibitors of human RAD54 branch migration, primary screen, biochemical, fluorescence, single point | DNA repair and recombination protein RAD54-like (Homo sapiens), Q92698 | inhibition, % at 10.4 µM | RAD54 Holliday junction branch migration, FAM/BHQ fluorescence | AID 602329, 2012 | 0.14% of 360,000 active;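 active = mean normalized replicate activity at least 40 and at least half of replicates scoring 40 or more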;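 note: 0% = median of neutral control wells and 100% = median of positive control wells; inhibitors cause a drop in the FAM fluorescence signal; in these data hits start at about 50%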
# An asterisk follows results filed as active; . = no result given.
(1) COc1ccc(C(=O)Oc2ccc(N(C)S(=O)(=O)c3ccccc3)cc2)cc1[N+](=O)[O-]
(2) COc1ccccc1NC(=O)N[C@H]1CC[C@H](CCNS(=O)(=O)c2ccc(Cl)cc2)O[C@@H]1CO
(3) CCCSc1nc2c(cnn2-c2ccccc2)c(=O)n1N
(4) O=C(NCCN1CCCCC1)Nc1ccc(F)cc1F
(5) Cc1ccc(C)c(OCC(=O)NCC(C)C)c1C
(6) CCOc1ncccc1C(=O)OCC(=O)NC1CCCCC1
screen / no.,1,2,3,4,5,6
S100A4 inh HTS,-0.6,7.9,-4.1,-37.0,18.3,-2.9
ERp5 block,-9.2,0.4,4.0,1.4,-3.9,-1.6
RAD52 inh,-1.2,-3.1,-10.4,-19.7,-6.1,-13.0
ERAP1 HTS inh,-3.0,-2.0,11.0,-0.4,0.1,0.2
esBAF inh,-3.2,8.6,0.2,4.1,.,0.0
Xi reactivation,0.0,0.6,0.2,0.2,0.8,2.4
E-selectin induc,.,0.3,.,-0.1,0.4,.
RAD54 inh,11.0,-16.6,-7.5,-4.7,.,-8.2

(7) CCCNC(=O)C(Cc1ccc(I)cc1)NC(=O)c1ccc(C#N)cc1 (configuration not stated)
(8) COc1cc(CNCc2cccnc2)ccc1OCC(=O)NC1CCCCC1
(9) COc1ccc(Cl)cc1-c1cc(C(=O)NC2CCCCC2)[nH]n1
(10) CCCNC(=O)N1[C@H](C#N)[C@H](c2ccc(-c3cccnc3)cc2)[C@@H]1CO
(11) CN(C)S(=O)(=O)c1ccc(N2CCCC2)c(C(=O)Nc2ccc(Br)cc2F)c1
(12) CCOC(=O)[C@]12CCC=C1N(Cc1ccccc1)C(=O)[C@H](CC(=O)NCc1cccc(C(F)(F)F)c1)C2
screen / no.,7,8,9,10,11,12
S100A4 inh HTS,0.2,-2.5,-5.4,42.2,0.4,-0.4
ERp5 block,5.6,-0.5,1.2,-0.6,1.8,1.7
RAD52 inh,5.5,-0.3,-3.4,1.2,-3.8,-22.7
ERAP1 HTS inh,-1.0,-1.4,2.3,3.8,-0.9,-2.8
esBAF inh,3.0,-12.8,10.8,7.2,-5.0,.
Xi reactivation,-0.5,0.3,0.2,0.0,0.1,0.5
E-selectin induc,0.2,-1.8,0.3,-0.1,.,.
RAD54 inh,3.4,11.9,1.3,2.7,-1.4,.

(13) C#CCOCCOCCOCCNc1nc(N2CCN(C(=O)CCCCCCCCCCNC(=O)Cn3cc(C[C@@H](C)O)nn3)CC2)nc(N2CCN(C(=O)CCCCCCCCCCNC(=O)[C@H](CO)n3cc(CCCSC)nn3)CC2)n1
(14) Cc1cc(Cl)ccc1OCC(=O)OCC(=O)NCCNC(=O)COC(=O)COc1ccc(Cl)cc1C
(15) COc1cc(/C=C/C(=O)OCC(=O)Nc2c(C)n(C)n(-c3ccccc3)c2=O)ccc1O
(16) CC(C)NC(=O)CSc1nnc(-c2ccc3ncccc3c2)n1C
(17) CC(C)N(Cc1nnc(-c2ccc(Cl)cc2)o1)C(=O)C1=COCCO1
(18) CC(C)NC(=O)N(C)C[C@@H]1Oc2ccc(NC(=O)Cc3ccccc3)cc2CC(=O)N([C@@H](C)CO)C[C@H]1C
screen / no.,13,14,15,16,17,18
S100A4 inh HTS,2.0,3.0,5.2,0.3,-0.3,-0.7
ERp5 block,-8.1,-3.3,-1.9,1.1,-2.2,-3.4
RAD52 inh,-18.1,-22.9,-13.3,-42.6,-4.1,7.7
ERAP1 HTS inh,-2.5,4.1,-4.4,-5.5,-2.4,3.6
esBAF inh,-2.7,-9.4,-3.3,1.9,-6.9,-3.0
Xi reactivation,-0.1,-0.1,-0.1,0.0,0.0,0.2
E-selectin induc,-0.2,.,-0.1,0.1,.,-0.1
RAD54 inh,-0.4,8.3,1.7,2.7,8.7,4.2

(19) CCC(=O)N1C[C@@H](C)[C@H](OC)CN(C)C(=O)c2ccc(NC(=O)Nc3ccc(Cl)cc3)cc2OC[C@@H]1C
(20) O=C(N/N=C\c1ccc(Cl)s1)C1COc2ccccc2O1 (configuration not stated)
(21) C#CCN(C[C@@H]1[C@@H](OC(=O)Nc2cccs2)[C@@H](OC(=O)Nc2cccs2)Cn2c(=O)n(CCCCCC)c(=O)n21)S(=O)(=O)c1ccc(C)cc1
(22) O=C(c1ccc(CNS(=O)(=O)c2ccc(Br)cc2)cc1)N1CCCC1
(23) CO[C@H]1CN(C)C(=O)c2cc(NC(=O)c3ccno3)ccc2OC[C@@H](C)N(S(C)(=O)=O)C[C@H]1C
(24) CC(=O)c1ccccc1NC(=O)Cn1c(=O)cnc2ccccc21
screen / no.,19,20,21,22,23,24
S100A4 inh HTS,-4.2,4.5,-0.8,1.2,-7.1,-1.2
ERp5 block,-9.1,4.3,1.0,-9.4,3.1,-4.7
RAD52 inh,-0.3,-0.1,-18.9,-5.4,-42.0,-26.4
ERAP1 HTS inh,.,-0.6,0.2,-3.2,.,-3.6
esBAF inh,8.1,.,8.1,.,0.0,-3.9
Xi reactivation,0.0,0.0,0.2,0.3,0.0,0.4
E-selectin induc,0.6,.,0.0,-1.5,0.0,-0.2
RAD54 inh,0.6,-7.2,-1.9,.,3.5,2.4

(25) CO[C@H]1CN(C)C(=O)c2cc(NC(C)=O)ccc2OC[C@@H](C)N(C(=O)Cc2ccccn2)C[C@H]1C
(26) COCCCn1c(SCC(=O)NC2CCCC2)nnc1-c1ccncc1
(27) C[C@H]1CN([C@@H](C)CO)C(=O)c2cc(C#Cc3ccc(F)cc3)cnc2O[C@@H]1CN(C)C(=O)c1ccccc1F
(28) CC(C)NC(=O)N(C)C[C@H]1Oc2ccc(NC(=O)Nc3cccc4ccccc34)cc2CC(=O)N([C@H](C)CO)C[C@H]1C
(29) O=C(CNC(=O)c1ccc(Br)o1)NNC(=O)c1ccccc1O
(30) C[C@H](CO)N1C[C@H](C)[C@H](CN(C)C(=O)Nc2ccccc2C(F)(F)F)OCc2cnnn2CCCC1=O
screen / no.,25,26,27,28,29,30
S100A4 inh HTS,0.2,8.4,-5.1,-0.1,-8.7,2.5
ERp5 block,-4.1,0.5,1.2,0.4,-0.8,0.7
RAD52 inh,-21.9,-1.7,10.2,-22.7,-25.2,-0.7
ERAP1 HTS inh,2.9,-8.0,-2.5,0.3,-1.3,0.1
esBAF inh,-0.8,1.1,-5.0,-0.9,4.6,4.0
Xi reactivation,0.3,0.1,-0.5,-0.3,0.4,-0.1
E-selectin induc,0.2,-0.1,0.3,0.1,0.1,.
RAD54 inh,-0.6,-4.4,-3.6,1.5,-1.1,-0.1

(31) Cc1c(NC(=O)C2CC(c3ccc(F)cc3)=NO2)c(=O)n(-c2ccccc2)n1C (configuration not stated)
(32) Cc1ccc(NS(=O)(=O)c2ccc(C(=O)OCC(=O)N3CCCCC3)cc2)cc1
(33) Cc1csc(=O)n1CC(=O)OCC(=O)NCc1ccccc1
(34) C[N+](C)(CCOc1ccccc1)Cc1ccccc1
(35) COc1ccc(N2CCN(CC(O)COC(c3ccc(F)cc3)c3ccc(F)cc3)CC2)cc1 (configuration not stated)
(36) CN(Cc1ccc(-n2cccn2)cc1)Cc1nc(-c2cnccn2)no1
screen / no.,31,32,33,34,35,36
S100A4 inh HTS,-4.8,0.6,-0.4,-7.0,2.9,-2.6
ERp5 block,-3.3,4.0,1.1,-3.3,1.5,16.3
RAD52 inh,-7.4,-13.6,-11.3,-42.2,-4.9,-8.6
ERAP1 HTS inh,4.3,-0.6,3.2,-0.5,-2.9,3.6
esBAF inh,-3.3,-8.1,.,6.9,-0.4,.
Xi reactivation,0.0,0.0,0.2,0.0,0.0,0.3
E-selectin induc,0.0,.,-0.1,0.7,0.0,.
RAD54 inh,1.3,0.2,.,-9.0,13.6,.

(37) COc1ccc(OC)c(S(=O)(=O)NCCOC23CC4CC(CC(C4)C2)C3)c1
(38) O=C(NCC1CCN(Cc2ccc(F)cc2)CC1)Nc1cc(F)ccc1F
(39) COc1ccc(N(CC(=O)Nc2cccc3ccccc23)S(C)(=O)=O)c(OC)c1
(40) COc1cc(OC)cc(C(=O)NC(=S)NNC(=O)c2cnccn2)c1
(41) CO[C@H]1CN(C)C(=O)c2cc(NC(=O)NC(C)C)ccc2OC[C@@H](C)N(CCC(F)(F)F)C[C@H]1C
(42) CC(=O)c1ccc(C(=O)N2CCCC(C(=O)c3cc(F)ccc3F)C2)s1 (configuration not stated)
screen / no.,37,38,39,40,41,42
S100A4 inh HTS,-0.5,-23.8,-8.2,14.2,.,24.0
ERp5 block,2.1,6.2,-0.3,-0.8,.,1.7
RAD52 inh,0.5,-15.8,-10.1,-30.8,.,8.1
ERAP1 HTS inh,-0.2,-1.2,-3.9,1.7,.,-2.0
esBAF inh,-5.7,-2.3,6.2,.,-3.7,1.7
Xi reactivation,0.0,0.0,0.0,0.3,0.1,0.2
E-selectin induc,.,.,.,.,0.0,.
RAD54 inh,-4.6,-8.4,-7.9,4.5,-6.9,5.2

(43) COc1ccc(NC(=S)N2CCCC2)c(OC)c1
(44) CC(C)(C)[S@](=O)N1Cc2cc(C(=O)N[C@@H]3CCN(Cc4ccccc4)C3)nc(-c3cccc(-c4ccncc4)c3)c2[C@@H]1CCO
(45) C[C@H]1CCCCO[C@H](CN(C)CC2CCCCC2)[C@@H](C)CN([C@@H](C)CO)C(=O)c2cc(NC(=O)Nc3ccccc3)ccc2O1
(46) Cc1noc(C)c1C(=O)OCC(=O)C12CC3CC(CC(C3)C1)C2
(47) c1ccc(CCN2CN=C(Nc3nc4ccccc4s3)NC2)cc1
(48) Cc1cn(CC(C)C)c(=O)n(-c2ccccc2)c1=O
(49) CC(=O)c1ccc(N2CCN(C(=O)c3n[nH]c4ccccc34)CC2)cc1
(50) O=C1N/C(=C/c2ccc(Br)cc2)C(O)=C1C=NCc1ccccc1
(51) CN(C)CCCNC(=O)[C@H]1[C@H](CO)[C@H]2Cn3c(ccc(-c4ccc(F)cc4)c3=O)[C@@H]1N2C
screen / no.,43,44,45,46,47,48,49,50,51
S100A4 inh HTS,1.0,-1.1,7.0,-3.1,-0.9,-16.3,-0.6,0.7,.
ERp5 block,-2.6,17.8,-1.6,1.3,2.9,0.0,2.6,10.9,-13.0
RAD52 inh,-0.2,-10.3,32.1,1.2,-10.9,-10.4,-20.1,2.9,14.9
ERAP1 HTS inh,-0.6,-1.6,-1.7,0.0,-0.2,1.3,-3.3,0.2,.
esBAF inh,4.8,.,-6.5,4.9,5.3,.,.,.,1.0
Xi reactivation,0.2,0.0,0.1,-0.1,0.1,0.1,-0.1,-0.1,0.5
E-selectin induc,0.0,0.4,-0.3,-2.6,7.0,-0.2,3.7,.,-0.1
RAD54 inh,4.8,.,15.5,3.0,.,3.4,.,.,11.4
